Akt phos inh: HTS Assay for Inhibitors of Akt Phophorylation: Primary Screen; Neuro2A IGF-stimulated pAkt S473 HTRF, 20 min; active compounds read low; activity change, % for hits at 50 µM; 360,000 tested, 0.32% active; in the data active means activity change below about -80%; inconclusive means mostly about -51% to -80%; further: on the % scale 0 is the no-effect control and ±100 the full control effect
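Neuro2A cells in DMEM with 0.5% FBS, overnight at 37 deg C, given compound at single 50 µM final, then IGF (6 nM final) for 20 min at 37 deg C. Lysed; phospho-Akt Ser473 by HTRF after 24 h, 665/615 ratio.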
PTHR1 ag: qHTS for PTHR1 Agonists: Primary Screen | Potency, µM (top dose mostly 115 µM), without a hit: at the top dose activation, usual class: activators | HEK293 GP2 PTHR1 cells, GloSensor cAMP luminescence, 1 h | 410,000 tested, 0.075% active | AID 743266, 2014; further: potency means the concentration at half of the fitted maximal effect; nearly all actives have a fitted effect of over 55% in size; some results filed as inactive show a strong effect at the top dose; inactives centre near -15; many of its hits are not listed in these tables
Target sequence (Q03431 whole entry, looked up): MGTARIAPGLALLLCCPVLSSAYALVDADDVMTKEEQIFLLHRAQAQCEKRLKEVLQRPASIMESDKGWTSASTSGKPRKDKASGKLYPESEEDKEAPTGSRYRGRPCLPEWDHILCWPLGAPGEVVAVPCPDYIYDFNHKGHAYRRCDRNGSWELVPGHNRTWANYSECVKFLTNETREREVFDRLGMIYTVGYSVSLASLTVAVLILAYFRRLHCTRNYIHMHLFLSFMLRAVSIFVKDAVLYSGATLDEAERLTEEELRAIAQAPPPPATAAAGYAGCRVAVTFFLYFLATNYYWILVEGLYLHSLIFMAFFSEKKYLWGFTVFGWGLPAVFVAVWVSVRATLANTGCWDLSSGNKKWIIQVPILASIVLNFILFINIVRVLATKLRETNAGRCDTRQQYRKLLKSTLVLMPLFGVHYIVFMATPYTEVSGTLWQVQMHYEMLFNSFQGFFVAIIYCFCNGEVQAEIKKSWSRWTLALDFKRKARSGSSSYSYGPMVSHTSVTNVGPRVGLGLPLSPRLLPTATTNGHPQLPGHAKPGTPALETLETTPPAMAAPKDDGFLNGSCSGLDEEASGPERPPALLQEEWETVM
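HEK-293-derived GP2 cells expressing PTHR1 and a GloSensor cAMP reporter, 3,000/well, plated overnight, given luciferin plus IBMX (each 0.5 mM as added) for 1 h at 37 °C, then compound for 1 h at 37 °C. Luminescence was read after 15 min at room temperature.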
GLP-1R inv ag: qHTS of GLP-1 Receptor Inverse Agonists (Inhibition Mode). HEK293 GLP-1R CRE-luciferase, luminescence, 24 h; GLP-1R form is constitutively active. Potency, µM (series often up to 38.3 µM), inactives show at the highest dose activity change, negative = inhibition, hits mostly inhibitors. 410,000 tested, 1.6% active. Glucagon-like peptide 1 receptor (Homo sapiens), P43220; further: potency means the concentration at half of the fitted maximal effect; on the % scale 0 is the no-effect control and ±100 the full control effect; nearly all actives have a fitted effect of over 55% in size
Target sequence (P43220 whole entry, looked up): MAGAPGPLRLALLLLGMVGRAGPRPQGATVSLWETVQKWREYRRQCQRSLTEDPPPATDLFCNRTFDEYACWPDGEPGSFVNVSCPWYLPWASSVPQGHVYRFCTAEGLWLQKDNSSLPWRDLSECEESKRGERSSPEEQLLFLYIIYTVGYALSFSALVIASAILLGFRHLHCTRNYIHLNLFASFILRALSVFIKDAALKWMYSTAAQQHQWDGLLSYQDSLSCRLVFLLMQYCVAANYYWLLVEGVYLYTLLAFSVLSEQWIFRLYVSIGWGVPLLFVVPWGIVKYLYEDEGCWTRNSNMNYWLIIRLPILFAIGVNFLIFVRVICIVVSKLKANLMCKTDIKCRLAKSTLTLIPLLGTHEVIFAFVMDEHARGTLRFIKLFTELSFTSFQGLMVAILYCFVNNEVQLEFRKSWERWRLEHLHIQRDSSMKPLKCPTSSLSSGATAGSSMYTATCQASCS
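GLP-1R inverse agonism mode: basal reporter luminescence in engineered HEK293 cells measured after one day of compound exposure at 37 deg C, with a 12 min room-temperature detection step.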
aSyn rescue: qHTS of alpha-syn Inhibitors. Yeast expressing alpha-synuclein, growth rescue, BacTiter-Glo, 24 h. 370,000 tested, 0.14% active. Potency, µM (top dose mostly 46.1 µM), for inactives: at the highest dose growth rescue (activation), most hits filed as activators; further: potency means the concentration at half of the fitted maximal effect; % of control where 0% means no effect; nearly all actives have a fitted effect of over 65% in size
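Galactose-induced alpha-syn yeast (OD600=0.02, raffinose-pregrown) + pinned cpd, 24 hr, 30 deg C; growth by BacTiter-Glo luminescence. Growth restoration scores as activation.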
TDP43 rescue: qHTS of TDP-43 Inhibitors; TDP-43 expressing yeast growth rescue, BacTiter-Glo, 24 h; Potency, µM (titrated, usually from 46.1 µM), inactives show at the highest dose growth rescue (activation), most hits filed as activators; 410,000 tested, 1.8% active; further: potency means the concentration at half of the fitted maximal effect; % of control where 0% means no effect; nearly all actives have a fitted effect of over 50% in size
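Yeast cells expressing TDP-43 under galactose induction are exposed to compounds for 24 hr at 30 deg C. BacTiter-Glo luminescence measures growth, so protective compounds score as activators.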
Abeta yeast res: qHTS for compounds that reverse cellular toxicity of Amyloid beta (A-beta) peptide in yeast: Primary Screen | yeast expressing A-beta42, growth rescue, OD600, 48 h; response scale: 0% DMSO, 100% iron-clioquinol control | 410,000 tested, 0.063% active | Potency, µM (top dose mostly 46.1 µM), for inactives: at the top dose growth rescue, most hits filed as activators; further: potency means the concentration at half of the fitted maximal effect; nearly all actives have a fitted effect of over 55% in size
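Growth rescue measured by 600 nm absorbance after 48 h yeast culture at 30 C with compound. Values normalized between DMSO and an equimolar ferric chloride plus clioquinol control.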
HEK293 tox: qHTS of GLP-1 Receptor Inverse Agonists: Cytotox Screen | HEK293 cAMP-luciferase reporter cells, luminescence, 24 h | Potency, µM (titrated, usually from 38.3 µM), inactives show at the highest dose activity change, negative = inhibition, hits mostly inhibitors | 410,000 tested, 0.13% active | AID 624418, 2012;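 further: loss of luciferase light is scored as toxicity; potency means the concentration at half of the fitted maximal effect; on the % scale 0 is the no-effect control and ±100 the full control effect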
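Step one: seed cells (200 cells/uL, DMEM with 10% Nu serum, 1% pen-strep). Step two: 12-hour incubation at 37 deg C. Step three: pin 23 nL compound, incubate 24 hr. Step four: add luciferase reagent, read luminescence 12 min later.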
FUS yeast rescue: qHTS for Suppressors of FUS Proteinopathy: Primary screen using FUS-linked yeast assay. S. cerevisiae FUS-expressing, growth rescue, OD600, 24 h. Potency, µM (titrated, usually from 76.6 µM), without a hit: at the highest dose growth rescue (activation), hits mostly activators. 390,000 tested, 0.24% active;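 further: potency means the concentration at half of the fitted maximal effect; plate controls were DMSO vehicle for no effect and reference control for full effect; nearly all actives have a fitted effect of over 55% in size; some results filed as inactive show a strong effect at the top dose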
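Compound concentration series was pinned onto galactose-induced FUS-expressing yeast seeded at OD 0.005. Plates sat 24hr at 30C; absorbance at 600 nm gave growth. DMSO served as background control.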
Mm-Cpn inhibitor: Inhibitors of TCP-1 ring complex (TRiC) of Methanococcus maripaludis (MmCpn): qHTS; Potency, µM (series often up to 76.9 µM), for the others: at the highest dose activity, negative = inhibition, actives largely listed as inhibitors; 330,000 tested, 0.031% active; purified Mm-Cpn ATPase, ADP Transcreener TR-FRET; further: potency means the concentration at half of the fitted maximal effect; on the % scale 0 is the no-effect control and ±100 the full control effect; nearly all actives have a fitted effect of over 80% in size
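Purified archaeal chaperonin (25 nM final) was preincubated with compound for 10 min at 37°C, then ATP (10 uM final) was added for 30 min at 37°C in Tris pH 7.4/KCl/MgCl2/DTT buffer. ADP was quantified by HTRF Transcreener TR-FRET.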
* = called active by the depositor; i = inactive; ? = inconclusive; nt = no result given; [ ] = remark or other dose. Unless noted, the call rests on the fitted dose curve; in most records, active means well fitted curve in the direction sought with a large enough effect; inconclusive means small, poorly fitted or top-dose-only effect, or another doubt; inactive means no such curve, though single readings can be large; an effect the other way counts as inactive or inconclusive. This is a subset; rates above refer to the full screens.

SMILES	Akt phos inh	PTHR1 ag	GLP-1R inv ag	aSyn rescue	TDP43 rescue	Abeta yeast res	HEK293 tox	FUS yeast rescue	Mm-Cpn inhibitor
CCn1c(COc2ccc(C)cc2)nnc1SCC(=O)Nc1cc(OC)ccc1OC	i	-15%	0%	2%	13µM*	-10%	-2%	?	0%
Cc1nc2sccn2c(=O)c1S(=O)(=O)NCc1ccc(F)cc1	nt	-5%	16%	nt	20%	0%	1%	-23%	nt
Cc1ccc(N(CC(=O)NC2CCCCC2)S(=O)(=O)c2c(C)nn(C)c2C)cc1	i	i	-14%	-6%	2%	10%	1%	14%	0%
O=C(C/C=N/OCc1c(Cl)cccc1Cl)c1ccccc1	i	-32%	-28%	2%	0%	-2%	-2%	29%	0%
CC(=O)NCC(=O)N1CCCC(C(=O)c2ccc(-c3ccccc3)c(F)c2)C1 (configuration not stated)	i	i	3%	0%	-1%	-11%	7%	-9%	0%
Cc1cc(N2CCCCC2)nc2ccc(NC(=O)c3ccc(F)cc3)cc12	nt	-21%	?	nt	15%	-17%	-11%	13%	nt
CCCc1nc2c3ccccc3ccn2c1Cc1ccc(OC)cc1C	i	-4%	?	-3%	-12%	-25%	5%	2%	nt
Cc1ccc2nc(SCC(=O)Nc3c(F)cccc3F)[nH]c2c1	i	i	?	7%	3%	0%	3%	-17%	1%
CCOc1ccc(S(=O)(=O)NCCC(=O)N2CCCN(C)CC2)cc1	i	-7%	?	-2%	-1%	-16%	5%	13%	-2%
Cc1ccc(-c2cc(-c3ccc(F)cc3)nc(N)c2C#N)o1	i	-5%[57.5 µM]	25%	7%	6%	10%	17%	11%	-3%
Cn1nc(CC(=O)Nc2ncc(Br)s2)c2ccccc2c1=O	i	i	-5%	-10%	19%	2%	3%	24%	-4%
CC(C)n1c(=O)n(CC(=O)NCC2CCCO2)c(=O)c2c3c(sc21)COC(C)(C)C3 (configuration not stated)	i	-27%	-13%	0%	4%	nt	-6%	-9%	?
CCN(c1ccccc1)S(=O)(=O)c1ccc(C(=O)NCC(=O)Nc2ccc(F)c(F)c2F)cc1	i	-34%[inhibitor]	?	0%	4%	-12%	-4%	-21%	2%
Nc1nnnn1/N=C/c1ccc(Cl)cc1	i	-26%	8%	-3%	0%	-2%	1%	27%	0%
CC(C)C(Cl)=NOC(=O)Nc1ccc(S(N)(=O)=O)cc1	i	-10%	?	-5%	0%	0%	?	nt	nt
O=C(c1ccccn1)c1ccc2ccccc2n1	i	i	19%	-5%	-6%	-13%	3%	-7%	0%
CCc1ccc2oc(-c3cccc(NC(=O)C(C)(C)Oc4ccc(Br)cc4)c3)nc2c1	nt	-1%	?	-12%	-2%	-16%	1%	-3%	nt
CCOc1ccc(CCNC(=O)c2cn(CC)c3ccc(S(=O)(=O)N4CCc5ccccc5C4)cc3c2=O)cc1OCC	nt	-20%	0%	nt	-9%	-10%	-10%	?	nt
CCOc1cc(/C=N/NC(=O)c2nnn(-c3nonc3N)c2C)ccc1OCc1ccc(F)cc1	i	-9%	-6%	-2%	0%	5%	-13%	4%	-3%
CCOC(=O)c1sc(NC(=O)CSc2nnc(-c3ccco3)o2)c(C(=O)OCC)c1C	i	-5%	17%	8%	17%	-6%	5%	-9%	-2%
CCOc1ncnc2c1oc1nc(CC(C)C)c3c(c12)CC(C)(C)OC3	i	i	21%	7%	-8%	6%	-7%	8%	-7%
COc1ccc(-c2noc(N3CCC(C(=O)N4CCN(c5cccc(OC)c5)CC4)CC3)n2)cc1	nt	-30%[inhibitor]	-2%	nt	27%	13%	0%	19%	nt
COc1ccc(S(=O)(=O)NC(CC(=O)NCCc2ccc(OC)c(OC)c2)C(C)C)cc1 (configuration not stated)	i	i	15%	5%	10%	-11%	4%	6%	1%
CCOC(=O)c1sc(NC(=O)c2ccc(OC)cc2)nc1C	i	i	-4%	-1%	0%[9.22 µM]	17%	-10%	-7%	-2%
COc1ccccc1CNC(=O)COC(=O)c1cccc(S(=O)(=O)N2CCOCC2)c1	i	i	-19%	1%	-24%	-1%	6%	30%	-2%
O=C(COC(=O)c1ccccc1O)NNC(=O)c1ccc(Br)cc1	i	-35%[inhibitor]	1%	0%	0%	11%	-2%	11%	-3%
CN(C)S(=O)(=O)c1ccc(NC(=O)C2CC3C=CC2C3)cc1 (configuration not stated)	i	-33%[inhibitor]	-23%	1%	-13%	-9%	-11%	nt	3%
O=C(COc1ccc(Br)cc1)Nc1cccc2cccnc12	nt	-8%	7%	nt	25%	-2%	0%	-1%	nt
O=C(/C=C/c1cnc2ccccc2n1)NC1CCCCCC1	i	-16%	-21%	6%	5%	-12%	0%[1.53 µM]	19%	-1%
O=c1c2cc(Br)ccc2[nH]c(=S)n1Cc1ccccn1	i	i	-14%	3%	22%	-7%	?	nt	0%
CN(C)C(=O)c1ccc(NC(=O)CN2CCc3cc4c(cc3C2)OCCCO4)cc1	i	i	-14%	-2%	-20%	-11%	-10%	11%	1%
Cc1ccc(CNC(=O)c2ccc(Cn3c(=O)c4ccccc4n(CC(=O)Nc4c(C)cc(C)cc4C)c3=O)cc2)cc1	nt	-37%[inhibitor]	0%	nt	23%	-1%	0%	-1%	nt
Cc1ccc(C)c(Nc2cc(C(=O)NCc3cccnc3)c3ccccc3n2)c1	i	-4%	?	-1%	-6%	0%	-4%	10%	-3%
O=C(O)C1CCCN1S(=O)(=O)c1ccc(Cl)c(Cl)c1 (configuration not stated)	i	i	-5%	1%	-10%	10%	12%	8%	0%
O=C(O)c1cccc(NC(=O)C2C3C=CC(C3)C2C(=O)OCC(F)(F)C(F)F)c1 (configuration not stated)	i	i	-1%	-4%	18%	6%	-5%	-18%	-1%
COc1cccc(-c2nc(-c3ccccn3)no2)c1OC	i	-12%[57.5 µM]	55%[activator]	-15%	9%	-19%	0%	-7%	2%
CCOC(=O)C(C)Oc1ncnc2cccc(F)c12 (configuration not stated)	i	i	-2%	-2%	-2%	-23%	7%	-2%	1%
CCCCc1ccc(Nc2cc(C)nc(-n3nc(C)cc3C)n2)cc1	nt	-13%	?	nt	-69%[inhibitor]	-88%[inhibitor]	-3%	?	nt
CCCCCC[n+]1ccccc1/C=C/c1ccc(N(C)C)cc1	i	-93%	-37%	0%	27%	-56%[inhibitor]	-17%	-6%	nt
Cc1cccc2c(=O)cc(C(F)(F)F)[nH]c12	i	-20%	?	-17%	-13%	-20%	-15%	20%	1%

2 entries drawn at random from the list so far:
SMILES	Akt phos inh	PTHR1 ag	GLP-1R inv ag	aSyn rescue	TDP43 rescue	Abeta yeast res	HEK293 tox	FUS yeast rescue	Mm-Cpn inhibitor
CCOC(=O)c1sc(NC(=O)CSc2nnc(-c3ccco3)o2)c(C(=O)OCC)c1C	i	-5%	17%	8%	17%	-6%	5%	-9%	-2%
Cc1ccc(-c2cc(-c3ccc(F)cc3)nc(N)c2C#N)o1	i	-5%[57.5 µM]	25%	7%	6%	10%	17%	11%	-3%

The results go on.
SMILES	Akt phos inh	PTHR1 ag	GLP-1R inv ag	aSyn rescue	TDP43 rescue	Abeta yeast res	HEK293 tox	FUS yeast rescue	Mm-Cpn inhibitor
COc1ccc(Cn2c(SCC(=O)NCc3ccco3)nc3ccsc3c2=O)cc1	i	-8%[57.5 µM]	7%	0%	-3%	-6%	-16%	32%	-3%
COC(=O)C(NC(=O)C(C)NC(=O)OCc1ccccc1)C(C)C (configuration not stated)	i	-7%	15%	0%	9%	18%	-7%	9%	1%
Cc1ccc(C)c(NC(=O)C2CCCN(S(=O)(=O)c3cccc4nsnc34)C2)c1 (configuration not stated)	nt	-17%	5%	nt	11%	-9%	-1%	-10%	nt
CS(=O)(=O)N1CCN(C(=O)CSc2ccccc2)CC1	i	-14%	10%	1%	-23%	2%	1%	1%	0%
Cc1ccnc(N2C(=O)CSC2c2ccc(Cl)cc2)c1 (configuration not stated)	i	-14%	-13%	5%	30%	-10%	-7%	6%	1%
Cc1ccc(NC(=O)CN2C(=O)COc3ccc(S(=O)(=O)N4CCCCC4)cc32)cc1N(C)C	nt	i	?	nt	21%	-8%	-3%	16%	nt
COc1ccc(OC)c(NC(=O)C(=S)NC2CCCCC2)c1	i	-10%	?	-11%	nt	-5%	-8%	6%	-2%
CCCCN(C(=O)c1ccc(Br)o1)C1CCS(=O)(=O)C1 (configuration not stated)	i	i	-7%	2%	5%	13%	13%	-10%	1%
CC(=O)Nc1ccc(-c2ccnc3c2CC(C)(C(=O)NCc2ccc(N4CCN(C)CC4)cc2)O3)cc1 (configuration not stated)	i	15%	2%	-2%	19%	-12%	10%	-9%	nt
O=C(Nc1ccccn1)c1cc(-c2ccc(Cl)s2)nc2ccccc12	i	i	?	11%	20%	-11%	-9%	4%	-11%
Cn1c(=O)c2c(nc(N3CCN(c4ccccc4)CC3)n2CCCc2ccccc2)n(C)c1=O	i	i	12%	1%	-8%	-5%	3%	-19%	1%
COc1cccc2cc(C(=O)N3CCc4ccccc4C3)c(=O)oc12	i	-11%[57.5 µM]	40%[activator]	2%	22%	2%	10%	5%	-6%
Brc1cccc(-c2nnc3n2CCC3)c1	i	-5%[57.5 µM]	8%	-2%	-21%	-22%	-3%	-13%	4%
COc1cc(C(=O)NCCOc2cc(C)cc(C)c2)cc(OC)c1OC	i	i	?	-3%	-3%	13%	-15%	8%	0%

Compound activity as filed in PubChem.
